# From PubChem BioAssay
# M. tuberculosis – growth inhibition of non-replicating M. tuberculosis (AID 488890). Mycobacterium tuberculosis non-replicating, growth inhibition; higher % means a stronger effect. inhibition, % at 25 µM, or IC50 in µM where a hit was titrated. 320,000 compounds, 0.39% hits; in the data active = a potency from the dose series; inconclusive = inhibition mostly from about 82% at the one dose, without a potency; inactive = the rest, 99 in 100 with inhibition below about 76%;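 note: plate controls were DMSO cells for no effect and high antibiotic wells for full effect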
# VEEV TC-83 Vero – inhibitors of VEEV TC-83 cytopathic effect, confirmation, Vero cells (AID 588727) | Vero cells, VEEV TC-83 cytopathic effect inhibition; higher % means a stronger effect | one-dose inhibition, % at 20 µM; IC50 in µM for titrated hits | 350,000 compounds, 0.13% hits; in the data active = a potency from the dose series; inconclusive = inhibition mostly from about 14% at the one dose, without a potency; inactive = the rest, 99 in 100 with inhibition below about 12%; note: strong numbers were not always called active
# H1N1 NS1A inhibition – H1N1 influenza NS1A inhibitors, functional cell based assay (AID 504329); inhibition, % at 12.5 µM; hits with a dose series show IC50 in µM; NS1A functional cell-based assay, percent inhibition; higher % means a stronger effect; 340,000 compounds, 0.3% hits; in the data active = a potency from the dose series; inconclusive = inhibition above about 27% without an active follow-up result; note: strong numbers were not always called active
# Salmonella PhoP GFP – PhoP regulon inhibitors, Salmonella typhi PhoP promoter GFP reporter, confirmatory (AID 1850); Salmonella Typhi PhoP-promoter GFP reporter, fluorescence, 4 h; higher % means a stronger effect; inhibition, % at 50 µM, or IC50 in µM where a hit was titrated; 310,000 compounds, 0.33% hits; in the data active = a potency from the dose series; inconclusive = inhibition mostly from about 25% at the one dose, without a potency; inactive = the rest, 99 in 100 with inhibition below about 19%;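 note: 0% = induced wells with vehicle and 100% = uninduced wells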
# M. tuberculosis HTS – M. tuberculosis growth inhibition, HTS (AID 449762). M. tuberculosis H37Rv growth inhibition, 7H9 media; higher % means a stronger effect. one-dose inhibition, % at 25 µM; IC50 in µM for titrated hits. 330,000 compounds, 0.59% hits; in the data active = a potency from the dose series; inconclusive = inhibition above about 70% without an active follow-up result;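 note: bacterial growth assessed after seven days of incubation; strong numbers were not always called active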
# * marks the source's active call; other numbers are inactive results; i = inactive; ? = inconclusive; . = not tested or not shown.
1. COc1ccc(CCNC(=O)CN2c3cccc4cccc(c34)S2(=O)=O)cc1OC
2. CCOc1ccc(/C=C(\C#N)C(=O)NC2CC2)c(OCC)c1
3. CC(C)NC(=O)COc1ccccc1C#N
4. CC(=O)c1ccc(Nc2c3c(c(C#N)c4nc5ccccc5n24)CCC3)cc1
5. CCC(C)Nc1nc(-c2ccc3c(c2)NC(=O)CO3)cs1 (centres undefined)
6. CC(=O)N/C(=C\c1ccccc1)C(=O)OCC(=O)c1c(N)n(CC(C)C)c(=O)n(C)c1=O
7. COC(=O)C1=C(C)N(c2ccc(Cl)cc2)/C(=C/c2ccc(O)cc2)C1=O
8. CCOP(=O)(OCC)C(Nc1cccc([N+](=O)[O-])c1)c1ccc(N(C)C)cc1 (centres undefined)
9. O=C(O)c1ccc(-n2nnnc2Oc2cccc3cccnc23)cc1
10. Cc1nc(N)sc1C(=O)N/N=C/c1cccnc1

Compound | 1 | 2 | 3 | 4 | 5 | 6 | 7 | 8 | 9 | 10
M. tuberculosis | -1% | 12% | -14% | -12% | 53% | -5% | 10% | -1% | 2% | -1%
VEEV TC-83 Vero | 0.9% | 4.2% | 0.7% | . | 8.7% | 2.2% | 3.2% | 0.9% | 0.9% | 2.1%
H1N1 NS1A inhibition | 6% | -1% | -13% | . | 1% | -5% | -12% | . | 31% | -4%
Salmonella PhoP GFP | -6% | 4% | -6% | -23% | -26% | 2% | 4% | -1% | 1% | -1%
M. tuberculosis HTS | -2% | -3% | -4% | 13% | ? | -12% | 15% | 1% | 4% | 6%

11. COc1ccccc1CNC(=O)c1c(-c2ccccc2Cl)noc1C
12. O=C(O)CCSc1nnc(COc2ccc(Cl)cc2)n1-c1ccccc1
13. Nc1ccc(C(=O)N/N=C\c2cc(N=Nc3cccc4ccccc34)ccc2O)cc1
14. O=C(CSc1nnc(-c2ccccc2Cl)o1)N1CCCCC1
15. Cc1cccc(OCCCC(=O)Nc2ccccc2C(F)(F)F)c1
16. CC1CCCCN1Cc1ccc(N(C)C)cc1 (centres undefined)
17. CN(CC(=O)Nc1ccccc1Cl)C(=O)c1cccc(-n2cccc2)c1
18. CCCN1CCN(C(=O)c2oc3ccccc3c2NC(=O)C2CC2)CC1
19. Cc1cc(C)c(C#N)c(SCc2[nH]nc3c2C(c2ccccc2)C(C#N)=C(N)O3)n1 (centres undefined)
20. COc1cccc(COC(=O)C2CCN(C(=O)c3ccccc3C)CC2)c1OC

Compound | 11 | 12 | 13 | 14 | 15 | 16 | 17 | 18 | 19 | 20
M. tuberculosis | 40% | 17% | 7% | ? | 37% | -19% | 2% | -21% | 10% | 26%
VEEV TC-83 Vero | 0.8% | 0.4% | 2.0% | 3.9% | 1.1% | 0.1% | 3.7% | 0.9% | 1.5% | 5.6%
H1N1 NS1A inhibition | -4% | -3% | 9% | 5% | 2% | -3% | 2% | -149% | -2% | 3%
Salmonella PhoP GFP | -8% | -11% | 11% | 1% | 8% | 3% | -2% | 8% | 4% | 9%
M. tuberculosis HTS | 4% | 4% | 6% | ? | -7% | -4% | 0% | -1% | 4% | 0%

21. COCCNC(=O)CN1C(=O)COc2ccc(S(=O)(=O)N3CC(C)CC(C)C3)cc21 (centres undefined)
22. CC(Sc1nncs1)C(=O)NCc1ccc2c(c1)OCO2 (centres undefined)
23. O=C(Cc1cccs1)NCc1ccc(Cl)cc1Cl
24. COc1ccc(OC)c(NC(=O)CSc2nnc(CNC(=O)c3ccccc3F)o2)c1
25. CSCC[C@H](NC(=O)Nc1ccc(OC(F)(F)F)cc1)C(=O)O
26. CCOc1ccccc1N1CCN(C(=O)c2cc(C)oc2C)CC1
27. O=S(=O)(c1ccccc1)N1CCC2(CC1)OCCO2
28. Cc1nn(C)cc1CNC(=O)c1cccc(Cl)c1
29. CN(CC(=O)Nc1ccccc1N1CCOCC1)S(=O)(=O)c1ccc(Cl)cc1
30. COC(=O)c1ccc(COC(=O)c2cccnc2Cl)cc1

Compound | 21 | 22 | 23 | 24 | 25 | 26 | 27 | 28 | 29 | 30
M. tuberculosis | -6% | -11% | 10% | 9% | -2% | 30% | -13% | -22% | -6% | 71%
VEEV TC-83 Vero | 0.3% | 0.9% | 0.4% | i | 1.2% | i | 1.2% | 1.9% | i | 0.6%
H1N1 NS1A inhibition | 0% | -10% | -5% | 2% | 7% | -1% | 4% | 5% | -3% | -4%
Salmonella PhoP GFP | -1% | -2% | 2% | -3% | 7% | -9% | 7% | 1% | 4% | 8%
M. tuberculosis HTS | -5% | -9% | 8% | 3% | -2% | -1% | -4% | -17% | 2% | -4%

31. COc1ccc(N(CC(=O)NCc2cccnc2)S(=O)(=O)c2ccccc2)c(OC)c1
32. S=c1[nH]nc(C2CCCCC2)n1/N=C/c1ccccc1Cl
33. Cc1ccccc1Nc1ncc(C#N)c(N)n1
34. COC(=O)c1ccc(NC(=O)CSc2nc(N)c(NC(=O)c3ccc(Br)o3)c(=O)[nH]2)cc1
35. CCc1cc(-c2n[nH]c(C)c2-c2nc(C)cs2)c(O)cc1OC
36. C(=N\n1cnnc1)/c1cccnc1
37. CCN(CC)C(=O)C(=O)c1cccn1-c1ccc(C#N)cc1
38. Cc1noc(C)c1COc1ccccc1C(=O)NC(C)CCc1ccccc1 (centres undefined)
39. Oc1ccccc1C=NCCN1CCN(CCN=Cc2ccccc2O)C1c1ccccc1O (centres undefined)
40. CCOC(=O)C1=C(C)NC2=C(C(=O)c3ccccc32)C1c1ccc(O)cc1 (centres undefined)

Compound | 31 | 32 | 33 | 34 | 35 | 36 | 37 | 38 | 39 | 40
M. tuberculosis | 1% | 4% | -5% | 12% | 30% | -7% | -12% | . | . | 21%
VEEV TC-83 Vero | i | 1.2% | 1.4% | 0.6% | 5.5% | 0.1% | 4.5% | 7.6% | 1.2% | 11%
H1N1 NS1A inhibition | -10% | -4% | . | 7% | 0% | 18% | 2% | 10% | 1.8µM* | 3%
Salmonella PhoP GFP | 2% | 0% | -16% | 2% | 4% | 0% | -7% | . | . | 1%
M. tuberculosis HTS | -9% | 6% | 7% | 8% | 4% | 2% | 5% | . | . | -1%

41. Cc1sc(N)nc1C12CC3CC(CC(C3)C1)C2
42. CN(C)N=Nc1ccc(S(=O)(=O)NC(Cc2ccccc2)C(=O)O)cc1 (centres undefined)
43. Cc1ccc(C(=O)CN2C(=O)C(C)Oc3ccccc32)cc1 (centres undefined)
44. CN(CC(=O)Nc1cccc(F)c1)C(=O)c1cn2ccccc2n1
45. COc1ccccc1CNC(=O)COc1ccc(S(=O)(=O)N2CCCC2)cc1
46. O=c1[nH]c(O)c(N=Nc2cc([N+](=O)[O-])ccc2O)c(=O)[nH]1
47. NC(=O)c1ccc(NC(=O)COC(=O)C2CCN(S(=O)(=O)c3cccs3)CC2)cc1
48. Cc1ccc(-n2nnnc2-c2cccs2)cc1[N+](=O)[O-]
49. CCN1/C(=C/c2cc[n+](C)cc2)C=Cc2cc(C)ccc21
50. Cc1nnc(NC(=O)CSc2nccn2C)s1

Compound | 41 | 42 | 43 | 44 | 45 | 46 | 47 | 48 | 49 | 50
M. tuberculosis | 45% | -9% | 18% | 0% | 9% | 66% | -2% | 5% | 71% | -8%
VEEV TC-83 Vero | 1.6% | 0.6% | i | 3.7% | 0.1% | 0.3% | 0.9% | i | 4.1% | 3.5%
H1N1 NS1A inhibition | 7% | -4% | -11% | -11% | 8% | 27% | -11% | -1% | 4% | -4%
Salmonella PhoP GFP | -3% | -10% | 9% | . | -4% | 19% | . | 3% | 37µM* | 4%
M. tuberculosis HTS | -5% | -7% | 4% | -6% | 4% | 33% | 0% | 3% | 5% | -2%

51. Cc1nnc2c3ccccc3c(-c3ccccc3)nn12
52. N#CCn1cnc2c(oc3ccccc32)c1=O
53. O=C(COc1ccc(Br)cc1Br)NC(=S)N1CCCc2ccccc21
54. CC(=O)C1=C(O)C(=O)N(c2ccc(O)cc2)C1c1cccc([N+](=O)[O-])c1 (centres undefined)
55. COc1cc(/C=N/NC(N)=O)cc([N+](=O)[O-])c1O
56. CS(=O)(=O)N1CCN(c2ccccc2NC(=S)NC(=O)c2ccco2)CC1
57. Cc1ccc(C(=O)OCC(=O)N2C(C)CCCC2C)s1 (centres undefined)
58. O=[N+]([O-])c1ccc2[nH]c(O)c(N=Nc3ccc(F)cc3)c2c1
59. CCCN(CC1CC1)C(=O)CCc1nnc(C(OC)c2ccccc2)o1 (centres undefined)
60. CC(C)C(=O)NC(=S)Nc1ccc(S(=O)(=O)N2CCN(C)CC2)cc1

Compound | 51 | 52 | 53 | 54 | 55 | 56 | 57 | 58 | 59 | 60
M. tuberculosis | 46% | -12% | 6% | -10% | 20% | -7% | 5% | -4% | -22% | -43%
VEEV TC-83 Vero | i | 0.5% | 0.8% | 0.8% | 0.1% | 9.2% | i | 0.1% | 1.4% | 0.5%
H1N1 NS1A inhibition | 1% | 0% | 8% | -14% | 7% | -7% | -8% | -5% | 3% | -8%
Salmonella PhoP GFP | -10% | 3% | -1% | 3% | 4% | -6% | . | -4% | 12% | 1%
M. tuberculosis HTS | -2% | 2% | -2% | -5% | 1% | -1% | -1% | -4% | 2% | -1%

# Some of the entries above, reformatted:
# Values in the order: M. tuberculosis	VEEV TC-83 Vero	H1N1 NS1A inhibition	Salmonella PhoP GFP	M. tuberculosis HTS
54: CC(=O)C1=C(O)C(=O)N(c2ccc(O)cc2)C1c1cccc([N+](=O)[O-])c1 (centres undefined)
 : -10%	0.8%	-14%	3%	-5%
56: CS(=O)(=O)N1CCN(c2ccccc2NC(=S)NC(=O)c2ccco2)CC1
 : -7%	9.2%	-7%	-6%	-1%
53: O=C(COc1ccc(Br)cc1Br)NC(=S)N1CCCc2ccccc21
 : 6%	0.8%	8%	-1%	-2%
60: CC(C)C(=O)NC(=S)Nc1ccc(S(=O)(=O)N2CCN(C)CC2)cc1
 : -43%	0.5%	-8%	1%	-1%

# Going on with the list.
61. CC(c1ccccc1)n1c(Cn2ncc3ccccc3c2=O)n[nH]c1=S (centres undefined)
62. Cc1cc(OCC(=O)N2CCc3ccccc3C2)c2c(-c3ccccc3)cc(=O)oc2c1
63. O=C(COc1ccc(Br)cc1)NCCCNC(=O)c1ccncc1
64. Cc1ccc(N(C(=O)c2csnn2)C(C(=O)NC2CCCC2)c2cccnc2)c(C)c1 (centres undefined)
65. CN(Cc1cccnc1)C(=O)c1cc(COc2ccc3ncccc3c2)on1
66. O=C1NCCN(CC2CCN(CCC3CCCC3)CC2)C1=O
67. COc1cc(O)c(C(CCN2CCCCC2)c2ccc3c(c2)OCO3)c(OC)c1 (centres undefined)
68. Cc1ccc(C)c(OCCn2cc(/C=C(\C#N)C(=O)NCC3CCCO3)c3ccccc32)c1 (centres undefined)
69. COc1ccc(CN(C(=O)c2ccc(C)cc2)c2cccc(N)c2)cc1
70. CCCC(=O)Nc1nnc(SCC(=O)Nc2nc(C)cs2)s1

Compound | 61 | 62 | 63 | 64 | 65 | 66 | 67 | 68 | 69 | 70
M. tuberculosis | 15% | . | 2% | -9% | 30% | . | 11% | 30% | 4% | -15%
VEEV TC-83 Vero | 2.5% | 4.0% | 1.1% | i | i | 0.5% | 0.4% | 5.6% | 0.0% | 2.0%
H1N1 NS1A inhibition | 2% | 6% | -2% | 5% | 1% | 3% | -9% | 6% | 6% | -11%
Salmonella PhoP GFP | 0% | -3% | -11% | 0% | -7% | . | 8% | -8% | -2% | -6%
M. tuberculosis HTS | -1% | 5% | -13% | 6% | 4% | . | 1% | 2% | 0% | -23%

# Profiles as entered above. Order of values: M. tuberculosis | VEEV TC-83 Vero | H1N1 NS1A inhibition | Salmonella PhoP GFP | M. tuberculosis HTS
# `Cc1cc(OCC(=O)N2CCc3ccccc3C2)c2c(-c3ccccc3)cc(=O)oc2c1` in the list: . | 4.0% | 6% | -3% | 5%
# `O=C(COc1ccc(Br)cc1)NCCCNC(=O)c1ccncc1` in the list: 2% | 1.1% | -2% | -11% | -13%

# Entries by screen from above.
# H1N1 NS1A inhibition, entries 66–69, in order: 3%, -9%, 6%, 6%
# M. tuberculosis, entries 66–69, in order: ., 11%, 30%, 4%
